High-throughput results deposited in PubChem BioAssay by National Center for Advancing Translational Sciences (NCATS).
GAA glycogen mod: inhibitors or activators of human alpha-glucosidase glycogen cleavage. recombinant GAA, glycogen substrate, Amplex Red glucose oxidase fluorescence. Potency, µM (top dose mostly 76.4 µM), inactives show top-dose activity change, negative = inhibition, hits mostly inhibitors. actives 0.38% (n = 300,000). AID 2100;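 note: 0% = full enzyme reaction and -100% = no-enzyme basal signal; the screen sought inhibitors and activators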
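qHTS, 1536-well; enzyme 4 nM final; cpd up to 77 uM; substrate bovine liver glycogen 30 ug; 50 mM citrate/phosphate pH 5.0, 0.01% Tween-20; 37 C, 40 min; Amplex Red detection 45 min RT; Hill fit → AC50.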
RGS12 GoLoco inh: inhibitors of human Gai1-RGS12 GoLoco interaction (red fluorophore). P63096. Gai1:RGS12 GoLoco peptide FP, rhodamine, 10 min. Potency, µM (highest dose often 61.6 µM), for the others: top-dose activity, negative = inhibition, most hits filed as inhibitors. actives 0.44% (n = 230,000). AID 880; active = well fitted inhibition curve with a large enough effect, not every such curve was filed as active; inactive = no such curve, though single readings can be large or run the other way; note: nearly all actives have a fitted effect of over 30% in size; many of its hits are not listed in these tables
L3MBTL1 inh: inhibitors of human L3MBTL1. Q9Y468. AlphaScreen L3MBTL1–H3K9me1 peptide binding. Potency, µM (top dose mostly 57.1 µM), for inactives: top-dose activity, negative = inhibition, hits mostly inhibitors. actives 0.66% (n = 230,000); note: nearly all actives have a fitted effect of over 60% in size
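L3MBTL1 (50 nM) pre-complexed 30 min with biotinylated H3(1-15)K9me1 peptide (75 nM), then compounds added for 30 min at room temperature; AlphaScreen streptavidin donor/nickel chelate acceptor beads (10 ug/mL final) read after 30 min dark incubation.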
GAA inhib: blocks human lysosomal alpha-glucosidase. P10253. purified human GAA, 4-MU-alpha-glucoside fluorescence. actives 0.005% (n = 200,000). AID 1466. Potency, µM (titrated, usually from 76.9 µM), for inactives: at the highest dose activity change, negative = inhibition, hits mostly inhibitors;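 note: plate controls were uninhibited enzyme wells for no effect and no-enzyme background for full effect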
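qHTS format, compound range up to 77 uM. Human lysosomal enzyme at 4 nM, 400 uM 4-MU glucoside substrate, pH 5.0, 20 min room temperature; fluorescence after alkaline stop gives activity normalized to controls.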
GAA spleen mod: inhibits or activates alpha-glucosidase in human spleen homogenate. P10253. human spleen homogenate, 4-MU-alpha-glucoside fluorescence. Potency, µM (highest dose often 79.9 µM), without a hit: at the top dose activity change, negative = inhibition, actives largely listed as inhibitors. actives 0.006% (n = 240,000). AID 2112;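 note: 0% = enzyme with vehicle and -100% = no enzyme basal signal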
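AC50 values come from Hill-equation fits of concentration-response data, normalized to no-enzyme and full-activity controls. Enzyme source: 1 ug human spleen homogenate; 1 mM fluorogenic 4-MU glucoside, pH 5.0 citrate buffer, 37 C, 40 min.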
TexasRed fluor: alters Texas Red total fluorescence, flagging assay interference | TRb/SRC2 Texas Red total fluorescence interference | AID 1479 | actives 0.29% (n = 280,000) | Potency, µM (series often up to 106 µM), inactives show at the highest dose fluorescence change, negative = quenching; active = well fitted curve in either direction with a large enough effect; inconclusive = small, poorly fitted or top-dose-only effect
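Human TRb ligand-binding domain at 0.6 uM with 20 nM Texas Red SRC2 peptide in Tris buffer containing 1 uM T3 and 5% DMSO, incubated with compound 5 h at ambient temperature. Total fluorescence (555/632 nm) calculated as parallel + 2 × perpendicular.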
RECQ1 helicase: RECQ1 (human) helicase inhibition; RECQ1 DNA unwinding, red fluorescence kinetic read; Potency, µM (doses to about 57.3 µM), for inactives: at the top dose activity, negative = inhibition, most hits filed as inhibitors; actives 0.54% (n = 240,000);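 note: plate controls were vehicle for no effect and no enzyme for full effect; nearly all actives have a fitted effect of over 30% in size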
Target sequence (P46063 whole entry, looked up): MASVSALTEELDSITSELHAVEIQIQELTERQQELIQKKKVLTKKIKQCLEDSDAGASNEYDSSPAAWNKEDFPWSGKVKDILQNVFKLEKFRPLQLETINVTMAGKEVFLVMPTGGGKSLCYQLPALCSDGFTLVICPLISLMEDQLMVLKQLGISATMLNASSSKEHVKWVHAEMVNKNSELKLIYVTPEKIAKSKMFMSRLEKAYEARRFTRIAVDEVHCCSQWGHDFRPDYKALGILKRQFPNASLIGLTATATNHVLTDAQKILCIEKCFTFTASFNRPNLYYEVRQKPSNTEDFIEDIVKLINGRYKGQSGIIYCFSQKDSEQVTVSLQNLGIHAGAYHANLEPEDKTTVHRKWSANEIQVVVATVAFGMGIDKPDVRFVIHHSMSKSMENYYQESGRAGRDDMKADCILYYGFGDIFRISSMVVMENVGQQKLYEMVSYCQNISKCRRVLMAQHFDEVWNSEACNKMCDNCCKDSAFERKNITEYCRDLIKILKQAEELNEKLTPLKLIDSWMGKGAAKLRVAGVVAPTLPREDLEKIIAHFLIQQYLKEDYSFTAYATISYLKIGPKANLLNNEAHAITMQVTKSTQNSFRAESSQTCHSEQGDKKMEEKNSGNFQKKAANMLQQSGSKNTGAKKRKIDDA
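50 nM RECQ1T1 preincubated 15 min with compound in Tris pH 8.0 buffer with MgCl2, DTT, Tween-20 and 2.5 ug/ml poly(dI-dC); started with 200 nM TAMRA/BHQ-2 forked duplex and 2 mM ATP. Unwinding read as fluorescence (525/598 nm), two reads 2 h apart.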
TRb SRC2 PPI: TRbeta-SRC2 interaction inhibition; P10828; TRbeta-SRC2 peptide binding, fluorescence polarization; receptor liganded with 1 µM T3; Potency, µM (doses to about 106 µM), for the others: at the highest dose activity change, negative = inhibition, hits mostly inhibitors; actives 0.065% (n = 280,000);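 note: plate controls were bound peptide for no effect and peptide without receptor for full effect; nearly all actives have a fitted effect of over 50% in size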
Target sequence (P10828 whole entry, looked up): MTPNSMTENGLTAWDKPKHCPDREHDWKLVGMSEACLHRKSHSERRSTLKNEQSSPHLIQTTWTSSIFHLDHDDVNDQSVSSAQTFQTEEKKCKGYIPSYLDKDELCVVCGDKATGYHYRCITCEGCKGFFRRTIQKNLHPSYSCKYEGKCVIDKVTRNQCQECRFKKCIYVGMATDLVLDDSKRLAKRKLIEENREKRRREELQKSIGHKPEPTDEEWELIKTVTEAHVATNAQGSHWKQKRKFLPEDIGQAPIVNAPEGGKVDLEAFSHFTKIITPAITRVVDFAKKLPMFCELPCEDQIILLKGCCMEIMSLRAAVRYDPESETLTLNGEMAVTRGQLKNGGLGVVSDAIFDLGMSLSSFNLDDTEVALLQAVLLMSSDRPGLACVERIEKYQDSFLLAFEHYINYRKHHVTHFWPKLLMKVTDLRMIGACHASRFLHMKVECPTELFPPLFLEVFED
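Fluorescence polarization of 20 nM Texas Red SRC2 peptide with 0.6 uM human TRb ligand-binding domain, in Tris buffer with 1uM T3 and 5% DMSO. Incubated 5 hr ambient; normalized to unbound and bound controls.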
* hit, by the source's call; i = inactive; ? = inconclusive; / = no result given; & = joins results of further samples; [ ] = dose if it differs, or a comment. Unless noted, calls come from the whole dose curve; as a rule, active = well fitted curve in the direction sought with a large enough effect; inconclusive = small, poorly fitted or top-dose-only effect, or another doubt; inactive = no such curve, though single readings can be large; an effect the other way counts as inactive or inconclusive. Unless noted, % is set by controls: 0 for no effect and ±100 for the full control effect; potency is the fitted concentration of half-maximal effect. Not all compounds are listed, so the mix of outcomes need not match the whole.

item | compound | GAA spleen mod | GAA inhib | L3MBTL1 inh | TexasRed fluor | RECQ1 helicase | RGS12 GoLoco inh | TRb SRC2 PPI | GAA glycogen mod
1 | C=CCn1c(COc2ccc(CC)cc2)nnc1SC/C(O)=C(\C#N)c1nc2ccccc2[nH]1 | -6% | -4% | -12%[11.4 µM] | 5% | -6% | 51%[activator] | -1% | 0%
2 | CCc1c(C)nc(SCC(=O)Nc2ccc(Br)cc2)[nH]c1=O | 10% | 3% | / | -6% | -3% | 3% | -6% | -32%
3 | O=C(CC1c2ccccc2Oc2ccccc21)Nc1ccccc1C(F)(F)F | -2% | 4% | 5% | -2%[53 µM] | -10% | 3% | -7%[53 µM] | 9%
4 | Cc1ccc(S(=O)(=O)N2CCN(C(=O)CSc3nc4ccccc4o3)C2)cc1 | 2% | ? | 4% | 4% | i | 6% | 9% | -5%
5 | CCOCCOC(=O)C1=C(C)N(C)C(=O)NC1c1ccccc1F (centres undefined) | 2% | 0% | / | 0% | -3% | 4% | 6% | 4%
6 | COC(=O)c1scc(C)c1NC(=O)C1CCCCC1 | -2% | -2% | 7% | -1% | i | 9% | -2% | 3%
7 | O=c1c(-c2ccc(F)cc2)[n+]([O-])c2ccccc2n1OCc1ccccn1 | -2% | 7% | 12% | -4% | 21% | 8% | -3% | 9%
8 | CCn1ncc([N+](=O)[O-])c1C(=O)N1CCCC1 | 4% | 1% | / | -2% | i | -3% | -11% | 6%
9 | COc1ccc(Cl)cc1NC(=S)Nc1cccnc1 | -1% | 7% | -9%[11.4 µM] | -3% | -1% | 20% | 0% | -12%
10 | COc1cccc(OC)c1Oc1ccc(C(F)(F)F)cn1 | 4% | -9% | 23%[11.4 µM] | 0% | -5% | -2% | -6% | 7%

In a second layout: three of the compounds above.
4: Cc1ccc(S(=O)(=O)N2CCN(C(=O)CSc3nc4ccccc4o3)C2)cc1
  GAA spleen mod: 2% | GAA inhib: ? | L3MBTL1 inh: 4% | TexasRed fluor: 4% | RECQ1 helicase: i | RGS12 GoLoco inh: 6% | TRb SRC2 PPI: 9% | GAA glycogen mod: -5%
5: CCOCCOC(=O)C1=C(C)N(C)C(=O)NC1c1ccccc1F (centres undefined)
  GAA spleen mod: 2% | GAA inhib: 0% | L3MBTL1 inh: / | TexasRed fluor: 0% | RECQ1 helicase: -3% | RGS12 GoLoco inh: 4% | TRb SRC2 PPI: 6% | GAA glycogen mod: 4%
6: COC(=O)c1scc(C)c1NC(=O)C1CCCCC1
  GAA spleen mod: -2% | GAA inhib: -2% | L3MBTL1 inh: 7% | TexasRed fluor: -1% | RECQ1 helicase: i | RGS12 GoLoco inh: 9% | TRb SRC2 PPI: -2% | GAA glycogen mod: 3%

Returning to the listing; the 5 compounds before the break are reprinted first.
item | compound | GAA spleen mod | GAA inhib | L3MBTL1 inh | TexasRed fluor | RECQ1 helicase | RGS12 GoLoco inh | TRb SRC2 PPI | GAA glycogen mod
6 | COC(=O)c1scc(C)c1NC(=O)C1CCCCC1 | -2% | -2% | 7% | -1% | i | 9% | -2% | 3%
7 | O=c1c(-c2ccc(F)cc2)[n+]([O-])c2ccccc2n1OCc1ccccn1 | -2% | 7% | 12% | -4% | 21% | 8% | -3% | 9%
8 | CCn1ncc([N+](=O)[O-])c1C(=O)N1CCCC1 | 4% | 1% | / | -2% | i | -3% | -11% | 6%
9 | COc1ccc(Cl)cc1NC(=S)Nc1cccnc1 | -1% | 7% | -9%[11.4 µM] | -3% | -1% | 20% | 0% | -12%
10 | COc1cccc(OC)c1Oc1ccc(C(F)(F)F)cn1 | 4% | -9% | 23%[11.4 µM] | 0% | -5% | -2% | -6% | 7%
11 | N#CCCCS(=O)(=O)c1nnnn1-c1ccc(Br)cc1 | -4% | / | / | -1% | -4% | -1% | 1% | /
12 | Cc1cc(C(=O)O)ccc1-c1ccc(/C=C2\NC(=O)N(Cc3ccccc3Cl)C2=O)o1 | 0% | -4% | 18µM* | -3% | -7% | -6% | 3% | 9%
13 | c1ccc2c(c1)COC(CN1CCCCC1)OC2 | 12% | ? | 3% | -2% | -8% | -1% | -11% | 19%
14 | Cc1ccc(S(=O)(=O)NCC(=O)N(CC(=O)NCc2ccco2)Cc2ccco2)cc1 | -2% | 7% | -12% | 4% | -3% | 0% | -9% | 2%
15 | Cc1cc(C)c(NC(=O)c2ccc(CNS(=O)(=O)c3cc(C(F)(F)F)ccc3Cl)cc2)c(C)c1 | -2% | -8% | -6% | -13% | -7% | -8% | 4% | -9%
16 | Cc1cc(NCCN2CCOCC2)n2c(nc3ccccc32)c1C#N | 8% | ? | 0% | -2% | i | 4% | -4% | -16%
17 | Cc1ccc(F)cc1NC(=O)N1CCN(c2ccnc3cc(Cl)ccc23)CC1 | -19% | / | / | 0% | -1% | 27% | -10% | 3%
18 | C=C(C)[C@@H]1CC[C@]2(C(=O)O)CC[C@]3(C)[C@H](CC[C@@H]4[C@@]5(C)CC[C@H](O)C(C)(C)[C@@H]5CC[C@]43C)[C@@H]12 | 7% | / | / | -1% | i | 6% | -5% | 10%
19 | CC1CN(C(=O)c2ccccc2)C(=Nc2cccc(S(=O)(=O)N(C)C)c2)S1 (centres undefined) | -11% | 2% | -2% | -2% | -9% | -12% | -2% | 2%
20 | Fc1ccc2[nH]c3c(NCCN4CCOCC4)ncnc3c2c1 | 9% | 12% | 5% | -3% | -7% | -3% | -12% | -8%
21 | CCc1cc2c(=O)c(-c3nc4ccccc4n3C)coc2c(CN2CCN(C)CC2)c1O | -15% | -14% | 6%[11.4 µM] | -2% | ? | 10% | 4% | -4%
22 | O=C1COc2ccc(NC(=O)N3CCN(c4ccc(F)cc4)CC3)cc2N1 | -8% | 7% | 0% | -1% | -6% | 6% | 9% | -5%
23 | CCO[C@@H]1OC(C(=O)N2CCCCCCC2)=C[C@H](c2csc3ccccc23)[C@H]1CCCO | -4% | / | -6% | -1% | -17% | 1% | -3% | -5%
24 | CCS(=O)(=O)N1CCCC(C(=O)NCc2cccnc2)C1 (centres undefined) | -13% | 7% | 1% | 0% | -8% | 5% | -2% | 1%
25 | COc1ccc(C2=CC3=C(Br)C(=O)C(C)(OC(=O)c4cccs4)C(=O)C3=CO2)cc1 (centres undefined) | 0% | / | / | -1% | -6% | 1% | 6% | /
26 | O=C(/C=C/c1ccc([N+](=O)[O-])cc1)NCCc1ccc(F)cc1 | -17% | 3% | 6% | -1% | -4% | 1% | -2% | -10%
27 | Nc1ncnc2c1ncn2[C@@H]1O[C@H](COP(=O)(O)OP(=O)(O)O)[C@@H](O)[C@H]1O | 3%&8% | / | / | -1%&-2% | 7% | 9%&-7% | -5%&-3% | /
28 | O=C(NCCc1cccs1)C1CC(c2cccc(F)c2)=NO1 (centres undefined) | 4% | / | / | -1% | i | 2% | -2% | 15%
29 | O=C1CC(C(=O)N(c2cccc(F)c2)C(C(=O)NC2CCCC2)c2ccccn2)CS1 (centres undefined) | -3% | -1% | -2% | -3% | 0% | -1% | 3% | -2%
30 | O=C(O)C1CCN(S(=O)(=O)c2ccc(Oc3ccccc3)cc2)CC1 | -6% | -1% | 11%[11.4 µM] | -2% | 1% | 12% | 2% | 2%
31 | CCOc1ccc(NS(=O)(=O)c2cc(OCC(N)=O)c(C)cc2Cl)cc1 | 0% | -3% | -13% | 0% | -6% | 4% | 8% | 0%
32 | CC(C)N(CC(=O)Nc1ccc(Cl)cc1C(F)(F)F)C(=O)CCl | 5% | 0% | 4% | -4% | i | 0% | -1% | 0%
33 | CCc1nnc(NC(=O)c2c(O)c3c([nH]c2=O)CCCC3)s1 | 1% | 1% | 5% | -7% | i | -3% | -1% | 8%
34 | O=C(CCSCCc1ccccn1)Nc1cccc([N+](=O)[O-])c1 | -6% | -6% | / | 0% | i | 2% | -1% | -10%
35 | CN(C)CCNc1ncnc2ccccc12 | 3% | ? | / | -1% | -2% | -1% | 8% | 5%
36 | CC(C)(CO)NCc1ccccc1OCC(=O)Nc1ccccc1 | -7% | -1% | / | 0% | -3% | 6% | 1% | 1%
37 | CCc1ccc(NC(=S)NCc2cccnc2)cc1 | 0% | 4%[15.4 µM] | 0% | 1% | i | -7% | -1% | 0%
38 | CCN(CC)CCN1C(=O)C(=O)/C(=C(/O)c2ccccc2)C1c1ccccc1F (centres undefined) | -9% | -15% | 9% | 0% | -15% | 12% | 6% | -2%
39 | Cc1c(C(=O)N2CCC(Cc3ccccc3)CC2)sc2ncnc(N3CCC(C)CC3)c12 | 0% | -5% | / | -6% | -6% | 3% | 1% | 2%
40 | CCN(CC)CCN1C(=O)c2ccccc2NC1c1cc(OC)c(OC)c(OC)c1 (centres undefined) | 0% | 3% | -8% | 4% | -14% | 10% | -16% | -29%
41 | CC(C)c1ccc(NC(=O)C2CCCCC2C(=O)O)cc1 (centres undefined) | 11% | -2% | 3% | -1% | -2% | -4% | -12% | -2%
42 | CC(C)N(C(=O)CSc1nnc(NC(=O)Cc2cccs2)s1)C(C)C | -5% | 0% | ? | -5% | -10% | 16% | 4% | 6%
43 | O=C(Nc1ccc(S(=O)(=O)Nc2nccs2)cc1)c1cccc(S(=O)(=O)N2CCOCC2)c1 | -5% | / | / | -3% | -4% | -5% | -3% | 0%
44 | CC12CN(C(=O)c3ccc(Cl)cc3)C3(C#N)CC1CCC23C (centres undefined) | -3% | 1% | / | 1% | -2% | 10% | 4% | -2%
45 | Cc1onc(-c2c(F)cccc2Cl)c1-c1nnc(-c2cccc3ccccc23)o1 | -10% | / | 5% | -1% | -1% | 3% | -8% | 5%
46 | CCOC(=O)Cn1c(CN2CCOCC2)nc2c1c(=O)n(C)c(=O)n2C | 2% | ? | -1% | -6% | -12% | 7% | -5% | 6%
47 | CCOC(=O)C1CCN(C(=O)CSc2ccc(Cl)cc2)CC1 | -18% | -3% | 7% | -2% | 3% | 4% | -5% | 4%
48 | S=C(NCCc1ccc(Cl)cc1)NC1CCCC1 | -6% | -26% | 2% | 0% | i | 8% | -1% | 10%
49 | CC(=O)N1CCc2cc3nc(C)cc(C)c3cc21 | 5% | 3% | -5% | -3% | -3% | 62%[activator] | -9% | -1%
